Assay outcomes as filed in PubChem BioAssay.
D2 PAM: positive allosteric modulators of human D2 dopamine receptor | potentiation, % at 10 µM | HEK293 T-REx D2, calcium flux, EC20 dopamine potentiation | 0.34% of 340,000 active | AID 485347;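 active = potentiation over 3 SD above the plate norm, cut at about 30% in these data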; also: 0% is about no effect
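Primary screen. Calcium kinetics in induced HEK293 T-REx D2 cells: compound pre-addition 180 s, EC20 dopamine, 180 s more.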
TRHR PAM: allosteric enhancers of human TRH receptor; P34981; TRHR cells, fluo-8 calcium fluorescence, EC20 TRH enhancement; enhancement, % at 2 µM; 0.66% of 360,000 active; in the data active = enhancement above about 30%; also: 0% is about no effect
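TRHR-expressing cells loaded with fluo-8 calcium dye were read kinetically (ex 480/em 530) during compound addition, then stimulated with an EC20 of TRH (10 nM final). Enhancement of the Gq-mediated intracellular calcium response was scored.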
D2 agonist: D2 dopamine receptor (human) agonism. 0.53% of 340,000 active. P14416. activation, % at 2 µM. HEK293 T-REx D2 cells, calcium flux agonist mode;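 active = activation over 3 SD above normal in the single-dose calcium agonist read, cut at about 30% in these data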; also: 0% is about no effect
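Tetracycline-induced HEK293 Trex cells with D2 receptor force-coupled to calcium signaling, plated overnight at 30 C and loaded with no-wash calcium dye. Calcium flux read kinetically for 180 s after compound addition; responses flag agonists.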
D1 antag: human D1 dopamine receptor antagonism | P21728 | HEK293 TREx D1 cells, calcium flux, dopamine EC80; hits give low values | 3.2% of 360,000 active | activity change, negative = inhibition, % at 10 µM; in the data active = activity change below about -30%; also: % is scaled to controls: 0 for no effect and ±100 for the full control effect
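Tetracycline-induced HEK293 Trex D1 cells, force-coupled to calcium, dye-loaded; compounds added and read 180 s, then EC80 dopamine added and calcium flux tracked kinetically another 180 s.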
D1 ag: agonists of human D1 dopamine receptor; P21728; HEK293 T-REx D1 cells, calcium flux, agonist mode; activation, % at 2 µM; 1% of 360,000 active; also: 0% is about no effect
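Inducible HEK293 T-REx D1 cells, force-coupled to calcium signalling, were plated at 4000 cells/well with tetracycline and held overnight at 30 C. After no-wash calcium dye loading, compound-evoked calcium rise over 180 s flagged agonists.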
D1 PAM: human D1 dopamine receptor positive modulation; P21728; HEK293 TREx D1 cells, calcium flux, dopamine EC20 potentiation; potentiation, % at 10 µM; 0.036% of 360,000 active; AID 504651; in the data active = potentiation above about 30%; also: 0% is about no effect
D2 antagonist: D2 dopamine receptor (human) antagonism. P14416. HEK293 TREx D2 cells, calcium flux, dopamine EC80. inhibition, % at 10 µM. 2% of 340,000 active. AID 485344; in the data active = inhibition above about 30%; also: 0% is about no effect
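Read-out: kinetic calcium fluorescence (1 cycle/s) in inducible HEK293 T-REx D2 cells after an EC80 dopamine addition that followed 180 s compound preincubation. Loss of the dopamine response indicates antagonism.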
RXFP1 antagonist: blocks the human relaxin receptor RXFP1. HEK293-RXFP1, relaxin-stimulated cAMP HTRF, 30 min; hits give low values. activity change, negative = inhibition, % at 57.5 µM. 0.59% of 350,000 active. AID 1259400;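 active = activity change of -60% or lower, but not beyond a set lower limit; inconclusive = change between -60% and -40%, or beyond the set limit; inactive = change above -40%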; also: % is scaled to controls: 0 for no effect and ±100 for the full control effect
Target sequence (Q9HBX9 whole entry, looked up): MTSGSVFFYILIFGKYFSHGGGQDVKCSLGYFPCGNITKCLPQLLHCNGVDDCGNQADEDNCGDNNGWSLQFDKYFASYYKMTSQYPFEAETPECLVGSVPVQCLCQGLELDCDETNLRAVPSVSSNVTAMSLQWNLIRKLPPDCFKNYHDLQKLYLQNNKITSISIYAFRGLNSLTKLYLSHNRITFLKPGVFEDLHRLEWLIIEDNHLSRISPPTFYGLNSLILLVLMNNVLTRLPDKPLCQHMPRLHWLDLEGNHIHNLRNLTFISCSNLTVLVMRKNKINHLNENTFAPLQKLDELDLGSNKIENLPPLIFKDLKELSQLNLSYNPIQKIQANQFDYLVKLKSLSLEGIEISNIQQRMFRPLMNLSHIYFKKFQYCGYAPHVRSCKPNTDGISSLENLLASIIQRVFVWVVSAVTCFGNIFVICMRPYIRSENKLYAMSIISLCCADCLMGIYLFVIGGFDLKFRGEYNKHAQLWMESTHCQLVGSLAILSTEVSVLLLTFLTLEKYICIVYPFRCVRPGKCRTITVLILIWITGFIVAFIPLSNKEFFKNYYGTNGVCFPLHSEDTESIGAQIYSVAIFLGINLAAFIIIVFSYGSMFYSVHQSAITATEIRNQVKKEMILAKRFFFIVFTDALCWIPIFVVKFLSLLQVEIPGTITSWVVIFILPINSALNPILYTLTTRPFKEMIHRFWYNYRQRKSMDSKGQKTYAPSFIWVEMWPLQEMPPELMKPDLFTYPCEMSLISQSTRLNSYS
TRHR agonist: TRH receptor (human) agonism. TRHR cells, calcium flux fluo-8, FDSS agonist mode. activation, % at 2 µM. 0.18% of 360,000 active. AID 493084; also: 0% is about no effect
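In this calcium-flux screen, cells bearing human TRHR are dye-loaded with fluo-8, baselined for 10 cycles, then exposed to library compounds; positive kinetic calcium responses during the agonist phase mark hits, with TRH as control.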
The depositor's hits bear a star; ? = inconclusive; . = no result given. Rule as the data show it, unless noted: active = activation above about 30%; inactive = the rest.

Under each structure – D1 ag	D1 PAM	D2 agonist	RXFP1 antagonist	D1 antag	TRHR agonist	TRHR PAM	D2 antagonist	D2 PAM
> CCN(CC)C(=O)Cn1cc(S(=O)(=O)CC(=O)Nc2cc(OC)ccc2OC)c2ccccc21
  4	-2	-1.5	1	12	0.2	2	0	4
> COC(=O)c1cc(C(=O)N2CCN(c3ccccc3OC)CC2)cc([N+](=O)[O-])c1
  2	-4	-0.2	-3	-22	0.0	2	16	11
> O=S(=O)(N/N=C/c1ccccc1OCc1ccc(Cl)cc1)c1ccccc1
  2	-3	-0.9	0	-3	-0.2	1	-8	6
> COc1ccc(OCC(=O)NNC(=S)NC(=O)C2CCCCC2)cc1
  8	-4	0.8	.	-6	0.2	-13	11	-5
> CCOc1ccc(NC(=O)CSc2nnc(CNC(=O)C34CC5CC(CC(C5)C3)C4)n2CC)cc1
  1	-3	-1.1	.	13	-0.7	12	.	14
> CCOC(=O)c1c(C2CCN(C(=O)OCC)CC2)nc2ccccn12
  0	-4	-1.6	.	11	-1.3	-2	6	12
> Cc1cc(C)cc(NC(=O)Nc2ccc3c(c2)CCC3)c1
  2	-3	0.3	1	13	0.3	0	14	-8
> CCN(CC)C(=O)NC(c1ccc(C)c(F)c1)C(Cl)(Cl)Cl (stereo not drawn)
  0	0	-1.4	-9	-14	-0.5	5	0	-8
> CCOc1ccc(NC(=O)N[C@@H](Cc2ccccc2)C(=O)O)cc1
  3	-8	0.3	-2	-11	0.3	-3	12	-2
> CCN(CC)C(=O)c1cc2c(=O)oc3ccccc3c2s1
  1	1	0.4	-16	-1	-0.8	-6	-4	5

(next part)
Under each structure – D1 ag	D1 PAM	D2 agonist	RXFP1 antagonist	D1 antag	TRHR agonist	TRHR PAM	D2 antagonist	D2 PAM
> CCCCSC1=C(C#N)C(c2ccccc2C)CC(=O)N1 (stereo not drawn)
  1	.	-0.8	.	-13	0.2	3	2	-7
> CCS(=O)(=O)NCc1cn2c(C)csc2n1
  0	-3	0.8	-5	-10	0.1	0	1	-8
> CCOC(=O)N1CCN(S(=O)(=O)c2ccc(C(=O)N(CCCN(C)C)c3nc4ccc(Cl)cc4s3)cc2)CC1
  5	-3	0.3	-30	-12	1.6	1	-9	-2
> O=C(CC12CC3CC(CC(C3)C1)C2)NCC(=O)OCc1cc(=O)oc2ccc3ccccc3c12
  7	20	-1.5	-4	-3	-0.8	-2	7	1
> CCCCNC(=O)c1onc(CSc2ccc(C)c(C)c2)c1C(=O)O
  1	-1	-0.2	.	-32*	0.2	3	-20	5
> C[n+]1ccccc1/C=C/c1ccc([N+](=O)[O-])cc1
  1	4	1.1	3	5	0.1	0	1	11
> Cc1n[nH]c(C)c1C(=O)CC1(O)C(=O)N(CCc2ccccc2)c2ccc(Br)cc21 (stereo not drawn)
  4	-2	.	0	12	-0.4	-2	.	3
> CC(=O)c1ccc(NC(=O)c2cccc(NC(=O)c3ccccc3)c2)cc1
  5	0	0.8	-4	-27	0.2	0	-2	-2
> CC(=O)Nc1ccc(NC(=O)C(C)OC(=O)C2(c3ccccc3F)CCCC2)cc1 (stereo not drawn)
  1	2	0.2	-1	4	-1.0	-1	19	-8
> CC(=O)c1ccc2c(c1)c1ccccc1n2CC(C)C
  8	0	.	-21	3	-0.6	12	.	.

Continued:
Under each structure – D1 ag	D1 PAM	D2 agonist	RXFP1 antagonist	D1 antag	TRHR agonist	TRHR PAM	D2 antagonist	D2 PAM
> COc1ccccc1/C=C/c1nc2ccccc2n1C(C)C
  -2	-4	-0.5	.	-19	-1.5	5	.	-33
> COc1ccc(CCN(C(=O)/C=C/C(=O)O)C2CC(=O)N(c3ccccc3)C2=O)cc1 (stereo not drawn)
  0	10	0.6	8	-18	0.7	-3	12	-4
> COCCn1c(C)cc(C(=O)COC(=O)c2ccc3ncsc3c2)c1C
  9	-6	1.2	-3	-9	0.1	-2	-21	3
> Cc1ccc(O)c(N)c1
  2	0	0.2	.	.	0.1	-5	-8	2
> CCCCN(CC)CCCNC(=O)CS(=O)(=O)Cc1nc(-c2ccc(C)cc2)oc1C
  -1	-3	0.1	-20	2	-0.4	26	.	-12
> CCOC(=O)c1oc2c(c1C)-c1nn(Cc3c(F)cccc3Cl)cc1CC2
  1	3	0.7	-11	1	0.6	18	.	15
> CCCOC(=O)c1ccc(Oc2c(-c3ccc(O)cc3O)n[nH]c2C)cc1
  6	2	0.8	-18	1	1.0	0	-16	3
> Cc1ccc(S(=O)(=O)N2CCOC2CNC(=O)C(=O)NCCCc2ccccc2)cc1 (stereo not drawn)
  6	-1	0.7	3	-12	2.8	9	7	3
> O=C(Cc1c[nH]c2ccccc12)NCc1ccc2c(c1)OCO2
  4	-1	-1.9	4	2	-0.2	-5	7	9
> CCN(CC)C(=O)c1ccc(N)cc1
  3	-4	2.5	6	4	0.6	14	-4	-1

Three structures already listed, arranged by length of the SMILES, high to low:
Under each structure – D1 ag	D1 PAM	D2 agonist	RXFP1 antagonist	D1 antag	TRHR agonist	TRHR PAM	D2 antagonist	D2 PAM
> CCOC(=O)c1oc2c(c1C)-c1nn(Cc3c(F)cccc3Cl)cc1CC2
  1	3	0.7	-11	1	0.6	18	.	15
> COCCn1c(C)cc(C(=O)COC(=O)c2ccc3ncsc3c2)c1C
  9	-6	1.2	-3	-9	0.1	-2	-21	3
> Cc1ccc(O)c(N)c1
  2	0	0.2	.	.	0.1	-5	-8	2

Additional records follow.
Under each structure – D1 ag	D1 PAM	D2 agonist	RXFP1 antagonist	D1 antag	TRHR agonist	TRHR PAM	D2 antagonist	D2 PAM
> COC(=O)c1ccc(-c2noc(CN(Cc3ccccn3)CC3CCCO3)n2)cc1 (stereo not drawn)
  3	-6	0.4	-1	-16	0.5	1	13	4
> Cc1ccc(NC(=O)Cn2ncc3c4ccccc4n(Cc4ccccc4)c3c2=O)cc1Cl
  4	-2	-0.6	6	-2	0.7	-7	.	0
> C=CCn1c(SCC(=O)c2cccs2)nc2sc(C)cc2c1=O
  6	-6	0.1	5	-14	-1.1	-13	-2	0
> Cc1ccc(CS(=O)Cc2ccc(C(=O)N3CCN(c4ccccn4)CC3)o2)cc1 (stereo not drawn)
  0	-7	.	-18	-28	-0.5	-4	.	11
> COc1cccc(CNC(=O)C2CCC(=O)N(C3CC3)C2)c1OC (stereo not drawn)
  1	-1	-0.2	-3	21	-0.7	6	6	6
> O=c1c2cc(NC(=S)NCc3cccnc3)ccc2nc2n1CCCCC2
  4	8	-6.3	-13	14	-0.8	2	12	2
> CC1CN(C(=O)Cn2cc(S(=O)(=O)CC(=O)N3CCOCC3)c3ccccc32)CC(C)O1 (stereo not drawn)
  1	-3	1.0	3	-5	0.7	-2	-11	1
> CCOC(=O)c1ccc(NC(=O)CSc2nc(C)c(Cc3ccccc3)c(=O)[nH]2)cc1
  8	0	-0.8	-3	-30*	-0.6	-6	.	4
> COc1ccc(N2C(=O)CC(Sc3ccccc3C(=O)O)C2=O)c([N+](=O)[O-])c1 (stereo not drawn)
  2	-2	0.7	2	1	0.1	-3	-12	3
> N#Cc1cnc(Nc2ccc(F)cc2)nc1N
  1	3	0.3	3	-1	-0.2	0	0	3

(further entries)
Under each structure – D1 ag	D1 PAM	D2 agonist	RXFP1 antagonist	D1 antag	TRHR agonist	TRHR PAM	D2 antagonist	D2 PAM
> COCc1nnc(NC(=O)CSCc2ccccc2)s1
  2	-8	1.5	-3	-1	-0.1	-3	-15	9
> COc1ccccc1Nc1nc(-c2cccnc2)cs1
  1	4	-2.2	8	10	-1.6	5	12	-2
> COCC(=O)Nc1sc2c(c1C(=O)OC)C(C(=O)OC)CC2 (stereo not drawn)
  1	0	-0.1	1	-2	0.4	-5	-6	-27
> Cc1ccc(NC(=O)COC(=O)CCn2c(C)csc2=O)c([N+](=O)[O-])c1
  10	3	0.5	5	-24	-0.3	5	-4	2
> CCN(CC)CCNc1nc(-c2ccc(OC)cc2)c(-c2ccc(OC)cc2)s1
  9	-2	0.0	-9	4	0.5	-2	13	-8
> COc1ccc(C)cc1S(=O)(=O)Nc1cccnc1
  2	-4	0.0	8	0	0.4	-1	-2	-6
> O=C(NC(=S)NCCc1ccccn1)c1ccco1
  0	2	0.8	?	0	-0.2	2	-11	-4
> COc1ccc(CNC(=O)C(C)OC(=O)C23CC4CC(CC(O)(C4)C2)C3)cc1 (stereo not drawn)
  8	5	.	-8	-3	-0.2	2	.	.
> Cc1nn(C)cc1CNC(=O)c1cnn2c1NC(c1ccc(Br)cc1)CC2C(F)(F)F (stereo not drawn)
  9	-1	1.1	4	-19	0.1	-25	-6	1
> CC(Cn1nnc2ccccc21)C(=O)O (stereo not drawn)
  1	-6	0.7	11	3	0.8	1	3	2

Remaining list, next part
Under each structure – D1 ag	D1 PAM	D2 agonist	RXFP1 antagonist	D1 antag	TRHR agonist	TRHR PAM	D2 antagonist	D2 PAM
> COc1ccc(-c2[nH]ncc2CN(C)C(C)c2cccs2)c(F)c1 (stereo not drawn)
  3	2	1.1	-5	10	-0.3	-4	5	1
> Clc1ncccc1-c1nc2ccccc2s1
  3	-2	-0.5	-1	-5	-0.8	-2	5	66*
> COc1ccc(C(=O)Nc2ccnn2C2CCN(Cc3cnn(C)c3)CC2)cc1
  4	-4	0.2	6	5	0.0	3	8	9
> O=C(Cc1n[nH]c(=O)c2ccccc12)NCc1ccc(Cl)cc1
  2	1	1.2	0	6	0.0	-4	18	-7
> N#Cc1ccccc1S(=O)c1ccccc1C(=O)Nc1ccccc1 (stereo not drawn)
  3	-5	1.7	-22	2	-0.3	0	-11	-3
> Cc1cc(NC(=O)Cn2nc([N+](=O)[O-])c(Br)c2C)no1
  0	4	-0.5	-13	5	-0.4	2	-3	-2
> CCOc1ccc(C(C)=O)cc1Cn1c(=O)oc2ccccc21
  4	-5	-0.3	1	-19	-1.8	9	7	-6
> O=S(=O)(c1ccc(-c2cn3ccccc3n2)cc1)N1CCOCC1
  2	1	0.2	-8	-13	-0.1	-8	11	5
> Cn1c(S(=O)(=O)Cc2ccc(Cl)cc2)nc2ccccc21
  1	2	-0.1	0	0	-0.6	-2	7	-1
